# Assay outcomes as filed in PubChem.
# TAG inh: inhibitors of triacylglycerol accumulation, primary screen, cell-based, uHTS, fluorescence, H9c2 | inhibition, % at 12.5 µM | actives 0.66% (n = 230,000) | H9c2 cells, Nile Red lipid (TAG) fluorescence; cells loaded with 200 µM oleic acid;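 active means pattern-corrected inhibition of lipid staining of at least 50% with the nuclear-stain viability signal not falling by more than 50%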;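 further: 0% = DMSO wells and 100% = triacsin C control wells; some results filed as inactive read as strong as hits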
# TAG inh DAPI viability: recorded beside TAG inh, whose call it bears; DAPI nuclei signal change (viability), lower = more cytotoxic, %;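 whole-well DAPI fluorescence read on a plate reader as a viability signal; minus 50 percent equals half of cells still viable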
# The depositor's hits bear a star. An excerpt; count on the stated rates, not on these rows.
SMILES,TAG inh,TAG inh DAPI viability
CCOC(=O)C(NC(C)=O)(Nc1ccc(S(=O)(=O)Nc2nccs2)cc1)C(F)(F)F (configuration not stated),-7,3
CC(C)COC(=O)c1ccc2c(c1O)C(=O)c1ccccc1C2=O,11,-13
CCN1CCN(c2ccc(S(=O)(=O)N(CC)CC)cc2[N+](=O)[O-])CC1,-2,0
CC(C)CC1NC(=O)N(CC(=O)N2CCN(S(=O)(=O)c3ccc4ccccc4c3)CC2)C1=O (configuration not stated),7,1
CC(C)CNC(=O)c1ccc2c(c1)C(=O)N(C1CCCCC1)C2=O,14,0
CCc1ccccc1NC(=O)CN(c1ccc(OC)cc1OC)S(=O)(=O)c1ccccc1[N+](=O)[O-],10,-15
O=C1CCC(C(=O)N(c2ccccc2)C2(C(=O)NC3CCCCC3)CCCCC2)N1 (configuration not stated),19,-9
COC(=O)C1=CN(Cc2ccccc2)C=C(C(=O)OC)C1c1ccc(O)c(OC)c1,-10,-8
CCCN1C2CCCC1CC(NC(=O)c1cccc(OC)c1)C2 (configuration not stated),13,-21
CC1CCCCC1NC(=O)CSc1nncn1N (configuration not stated),7,-4
Cc1cc(C)c(NC(=O)CS)c(Cl)c1,-3,1
CC(C)CC1(C)NC(=O)N(CC(=O)Nc2cccc(S(=O)(=O)N(C)c3ccccc3)c2)C1=O (configuration not stated),0,-4
CCOc1ccc(-n2nnnc2SCC(=O)c2ccccc2)cc1,-9,2
O=S1(=O)[C@H]2C[C@@H]3C=C[C@@]2(CN1Cc1cccc(C(F)(F)F)c1)O3,14,5
Cc1ccc(NC(=O)CN2CCOCC2)cc1S(=O)(=O)N1CCCCC1,-5,5
O=C(NNC(=S)NC1CC2CCC1C2)c1ccc(Cl)cc1 (configuration not stated),-4,-4
C[C@H]1CN([C@@H](C)CO)S(=O)(=O)c2ccc(Br)cc2O[C@@H]1CN(C)C(=O)Nc1ccc2c(c1)OCO2,-7,0
CSc1ncnc2ncn(C)c12,8,0
CCC(C(=O)Nc1ncn[nH]1)(C(F)(F)F)C(F)(F)F,0,7
Cc1cn([C@H]2C[C@H](O)[C@@H](COS(=O)(=O)O)O2)c(=O)[nH]c1=O,2,0
CCOC(=O)c1c(C)[nH]c(N=Nc2ccc(C)cc2C)c1C,-54,-23
CCc1ccccc1NC(=O)CCc1nc(-c2ccc(C)cc2)no1,14,5
Cc1csc(=O)n1CC(=O)OCC(=O)Nc1ccc(C(N)=O)cc1,-9,-4
C=CCn1c(-c2ccoc2)n[nH]c1=S,8,-4
CC(=O)NCCn1c(SCC(=O)NCCc2ccc(S(N)(=O)=O)cc2)nc2ccccc2c1=O,-15,0
Cc1ccc(N=Cc2cccc(O)c2O)c(C)c1,-3,-12
CN(C)c1ccc(S(=O)(=O)N2CCCCC2)cc1NC(=O)COc1ccccc1F,-11,3
CCCCOc1ccc(-c2ncc(N)cn2)cc1,4,2
C=CCn1c(CCCOc2ccc(Cl)cc2Cl)nnc1SCC(=O)Nc1nccs1,2,13
Cc1cc(C)n2nc(SCC(=O)N(C)C)nc2n1,-60,3
CCCCN1C(=O)C(CC(=O)NC2CC2)CC(C(=O)N(CC)CC)=C1C (configuration not stated),-5,-3
Cc1nn(C(=O)c2ccco2)c(C)c1Sc1ccc(Br)cc1,-8,0
O=C(Nc1ccc(Cc2ccncc2)cc1)c1cccs1,-12,7
COc1cc(/C=N/n2c(-c3cc(C)[nH]n3)n[nH]c2=S)cc(OC)c1OC,6,6
O=C(CCCN1C(=O)C2CC=CCC2C1=O)Nc1cccc(F)c1 (configuration not stated),8,2
CCc1cc(SC#N)ccc1N,5,-3
CC1(C)CC(=O)C2=C(C1)Nc1ccccc1[S@]2=O,0,2
CCOc1cc(/C=N/NC(=O)c2cccnc2)ccc1OCc1ccc(C(=O)OC)o1,16,-6
N#CC1=C2SCC(O)(c3ccccc3)N2C(=O)CC1c1ccccc1 (configuration not stated),39,-13
CC(NC(=O)C(=O)NCCCn1ccnc1)c1ccccc1 (configuration not stated),4,-4
CN1OC[C@@H]2CN(S(=O)(=O)c3cccc(C(F)(F)F)c3)[C@H](c3ccc(-c4cc5ccccc5o4)cc3)C[C@@H]21,5,-1
COc1cc(CC(=O)OC2CCOC2=O)cc(OC)c1OC (configuration not stated),0,15
O=C(Cc1ccc(F)cc1)OCn1nnc2ccccc2c1=O,-14,7
COc1ccccc1NC(=O)c1cccc(NC(=O)c2ccco2)c1,48,-9
CC(C)Cn1c(N)c(C(=O)CSc2nnnn2-c2ccc(Cl)cc2)c(=O)n(C)c1=O,-7,-1
CCOC(=O)C1=C2SCC(=O)N2C(N)=C(C#N)C1,11,-3
CCc1ccccc1N1CSC2=C(C#N)C(c3cc(OC)c(OC)cc3OC)CC(=O)N2C1 (configuration not stated),-10,7
Cc1ccc(NC(=S)Nc2ccccn2)cc1C,-12,6
O=C1CC(N2CCN(c3ccc(S(=O)(=O)N4CCOCC4)cc3)CC2)C(=O)N1Cc1ccccc1 (configuration not stated),12,-10
Cn1c(=O)c2c(ncn2CC(=O)OCC(=O)NNC(=O)c2ccc(Cl)cc2)n(C)c1=O,-12,-4
O=C(Cc1ccccc1)NCC(=O)N1CCN(c2ccccc2F)CC1,9,-1
CCC1=[N+](C)c2cccc3cccc(c23)N1C,-3,-9
Nc1nnnn1/N=C/C(Br)=C/c1ccccc1,-7,-47
COc1ccc(CNC(=O)CCCNS(=O)(=O)c2cccc3nonc23)cc1,5,-12
COc1ccc(NC(=O)c2cc3sccc3n2Cc2ccc(F)cc2)cc1OC,32,6
CCOC(=O)C1=C(COC(=O)c2ccc(C)c(S(=O)(=O)N3CCOCC3)c2)NC(=O)NC1C (configuration not stated),-6,-4
CCOC(=O)c1[nH]c(C)c(C(=O)Nc2ccc(C)cc2C)c1C,26,-23
CCOC(=O)c1c(C)[nH]c(C(=O)OCC(=O)N(C)c2c(N)n(Cc3ccccc3)c(=O)[nH]c2=O)c1C,-17,6
O=C1Cc2ccccc2C(=O)N1OCc1ccc(Cl)cc1,10,-4
CC(NC(=O)C12CC3(C)CC(C)(CC(C)(C3)C1)C2)C(=O)O (configuration not stated),-5,6

# Additional compounds
SMILES,TAG inh,TAG inh DAPI viability
CC1CCc2nc(NC(=O)c3ccco3)sc2C1 (configuration not stated),-4,-10
Cc1cc(C)cc(-n2ccnc2SCC(=O)Nc2nccs2)c1,6,-5
CC(=O)OC1CC(C)(C)N(OC(=O)c2ccccc2)C(C)(C)C1,9,-5
O=C(CN1C(=O)NC2(CCCC2)C1=O)NCCc1ccc(Cl)cc1Cl,0,-6
Cc1cccc(NC(=O)C(C)N2C(=O)C3C4CC(C(Br)C4Br)C3C2=O)c1 (configuration not stated),-1,-10
O=C(CNC(=O)c1ccco1)OCc1ccc(C(=O)Oc2ccccc2)cc1,18,-9
O=C(Nc1ccccn1)C1CCN(S(=O)(=O)c2ccc3c(c2)OCCCO3)CC1,5,-2
Cc1ccc([C@@H]2CC=C(C(=O)O)[C@H](c3ccc(Cl)cc3)N2S(=O)(=O)c2ccc(C)cc2)cc1,12,-7
COCCN(CCOC)C(=O)c1ccc(SCc2ccc(C)cc2)c([N+](=O)[O-])c1,6,6
CN(C)/C=N/c1cc(=O)n(C)c(=O)n1Cc1ccccc1,25,-1
CCc1ccc(NC(=O)CSc2ccc(-c3sc(C)nc3C)nn2)cc1,-22,6
Cc1cc(C2=NNC(=NC3CC3)SC2)c(C)n1Cc1ccco1,38,-24
CCCNC(=O)C1(S(=O)(=O)c2ccccc2)CC=CC1,-4,8
c1ccc2c(c1)OC1OC2Oc2ccccc21,-18,-3
Brc1ccc(-c2cn3cccnc3n2)cc1,-14,18
Cc1ccccc1NC(=O)CSC(N)=O,-1,-5
COCCOC1CCN(C(=O)c2cc(COc3ccc(-n4cncn4)cc3)on2)CC1,-1,1
C=C(c1ccc(O)cc1)c1ccc(O)cc1,-19,-8
Cn1cccc1/C=N/NC(=O)Cc1ccccc1,1,-3
Cc1nn(C)cc1CNC(=O)Nc1ccc(Cl)cc1,-4,2

# Given with values under each structure: two of the compounds above
# Values in the order: TAG inh | TAG inh DAPI viability
- Cn1cccc1/C=N/NC(=O)Cc1ccccc1
→ 1 | -3
- Cc1nn(C)cc1CNC(=O)Nc1ccc(Cl)cc1
→ -4 | 2

# New compounds follow.
SMILES,TAG inh,TAG inh DAPI viability
COc1ccccc1NC(=O)c1nn(-c2ccc(OC(F)(F)F)cc2)ccc1=O,-11,3
CC(C)(C)OC(=O)CC1(C#N)c2ccccc2C(Br)=CN1C(=O)c1ccccc1 (configuration not stated),-4,-5
CCCN1CCN(C(=S)Nc2sc(CC)cc2C(=O)OC)CC1,-8,5
COc1ccc(OC)c(Cc2nnc(CCC(=O)NC3CCCC3)o2)c1,0,-5
CNc1cc(-n2nc(C)cc2-c2ccccc2)ncn1,-10,3
O=C(NCc1cccs1)c1cc(-c2ccccn2)nc2ccc(Br)cc12,-4,6
OC[C@@H]1CCCN1Cc1cn(-c2ccccc2)nc1-c1ccc2c(c1)OCO2,40,-3
CSc1ccc(/C=C/C(=O)OCC(=O)N2CCN(S(=O)(=O)c3ccc(C)cc3C)CC2)cc1,4,6
Cc1ccc(C(=O)N/C(=C\c2ccco2)C(=O)N2CCSCC2)cc1C,-2,4
Cc1cc(NC(=O)CN2CCCCC2)n(-c2ccccc2)n1,-10,3
CCC(=O)NC(c1cc(Cl)c2ccccc2c1O)C(C)C (configuration not stated),-7,-7
CCOC(=O)c1cc(C#N)c(N2CCN(C)CC2)nc1-c1ccccc1,4,17
C(=C1c2ccccc2-c2ccccc21)c1ccncc1,-32,10
COc1ccc(NC(=O)c2cc([N+](=O)[O-])ccc2N2CCCCC2)cc1OC,25,-7
O=C(C1CC1)N1CCc2cc(Br)cc(S(=O)(=O)NCC3COc4ccccc4O3)c21 (configuration not stated),-3,4
COc1ccc(N(CC(=O)N2CCN(C)CC2)S(=O)(=O)c2cc(C)ccc2OC)cc1Cl,3,-2
CN=C(NC1CCCCC1)c1ccc(Cl)cc1,-4,5
c1ccc(CN2CCN(c3nc4ccccc4n4cnnc34)CC2)cc1,17,-4
ON=C1C2CC=C(c3ccccc3)C1CCC2 (configuration not stated),-15,7
COc1ccc(C(=O)O)cc1S(=O)(=O)NCCc1ccccn1,4,-6
CC1=CC(=O)C(C(C)=Nc2ccccc2Cl)C(=O)O1 (configuration not stated),1,4
CC(C)CN(C(=O)c1nn(C)c(=O)c2ccccc12)c1nc2ccccc2s1,-8,-4
COCCNC(=S)NC12CC3CC(CC(C3)C1)C2,7,1
COc1cc(OC)cc(C(=O)NNC(=O)CCNC(=O)c2ccc(Br)cc2)c1,3,7
COc1ccc(Cl)cc1NC(=O)CCc1nc(-c2ccccc2F)no1,-4,0
CCCCOc1ccc(C(=O)Nc2ccc(SC(F)F)cc2)cc1OC,19,1
Cc1ccc2c(c1)c1c(n2C)C(=O)CCC1,-7,-2
CC(C)c1ccccc1NC(=O)CSc1n[nH]c(=O)n1C1CC1,14,4
COc1ccc(S(=O)(=O)Nc2cccc3ccc(O)cc23)cc1,-7,-8
CCCCOC(=O)CCc1n[nH]c(=O)[nH]c1=O,23,-4
COc1ccc(S(=O)(=O)N2CCCC2C(=O)NCc2cccs2)cc1 (configuration not stated),-45,12
O=C(CCc1ccccc1)OCC(=O)c1cccc([N+](=O)[O-])c1,10,-10
CCOCCCNCc1ccc(OCc2ccccc2Cl)cc1,-4,34
CC(C(=O)c1ccc(-c2ccccc2)cc1)[n+]1cccc(NC(=O)c2ccccc2)c1 (configuration not stated),-12,9
CCOC(=O)C(CSCC(=O)c1ccc(Cl)cc1)NC(=O)OC(C)(C)C (configuration not stated),-4,1
N/C(=N\OC(=O)c1ccc(Cl)cc1)c1ccc(Cl)cc1,-8,-6
COc1ccc(CNC(=O)CCc2ccc(S(=O)(=O)N3CCCCCC3)cc2)cc1OC,8,3
CCc1nc2ccccc2c2nc3ccccc3n12,-7,14
O=C(CNC(=S)N(CCCN1CCOCC1)Cc1cccs1)NC1CCCCC1,11,6
N#Cc1cc([N+](=O)[O-])ccc1NCCN1CCOCC1,5,1

# Ordered by molar mass (rising): 18 of the compounds above.
SMILES,TAG inh,TAG inh DAPI viability
Cc1ccc2c(c1)c1c(n2C)C(=O)CCC1,-7,-2
CCCCOC(=O)CCc1n[nH]c(=O)[nH]c1=O,23,-4
CCc1nc2ccccc2c2nc3ccccc3n12,-7,14
COCCNC(=S)NC12CC3CC(CC(C3)C1)C2,7,1
N#Cc1cc([N+](=O)[O-])ccc1NCCN1CCOCC1,5,1
CC1=CC(=O)C(C(C)=Nc2ccccc2Cl)C(=O)O1 (configuration not stated),1,4
O=C(CCc1ccccc1)OCC(=O)c1cccc([N+](=O)[O-])c1,10,-10
COc1ccc(S(=O)(=O)Nc2cccc3ccc(O)cc23)cc1,-7,-8
CCOCCCNCc1ccc(OCc2ccccc2Cl)cc1,-4,34
COc1ccc(C(=O)O)cc1S(=O)(=O)NCCc1ccccn1,4,-6
COc1ccc(Cl)cc1NC(=O)CCc1nc(-c2ccccc2F)no1,-4,0
COc1ccc(S(=O)(=O)N2CCCC2C(=O)NCc2cccs2)cc1 (configuration not stated),-45,12
CCCCOc1ccc(C(=O)Nc2ccc(SC(F)F)cc2)cc1OC,19,1
CC(C)CN(C(=O)c1nn(C)c(=O)c2ccccc12)c1nc2ccccc2s1,-8,-4
CCOC(=O)C(CSCC(=O)c1ccc(Cl)cc1)NC(=O)OC(C)(C)C (configuration not stated),-4,1
CC(C(=O)c1ccc(-c2ccccc2)cc1)[n+]1cccc(NC(=O)c2ccccc2)c1 (configuration not stated),-12,9
O=C(CNC(=S)N(CCCN1CCOCC1)Cc1cccs1)NC1CCCCC1,11,6
COc1cc(OC)cc(C(=O)NNC(=O)CCNC(=O)c2ccc(Br)cc2)c1,3,7

# More structures
SMILES,TAG inh,TAG inh DAPI viability
CCN(CC)C(=O)COC(=O)C1CCN(S(=O)(=O)c2ccc3c(c2)OCCO3)CC1,18,-9
CCOC(=O)C(C)(C)Oc1cccc2c1S(=O)(=O)c1ccccc1-2,0,2
CCOC(=O)c1cnc2c(C)c(Cl)ccc2c1N1CCOCC1,10,-5
CCCN1Cc2cccc(C(=O)Nc3ccc4c(c3)OCO4)c2C1=O,26,6
O=C(COC(=O)c1ccc(S(=O)(=O)Nc2ccccc2)cc1)NC1CCCC1,4,-4
